Screens from PubChem.
HDAC3 inhib: human HDAC3 inhibition; O15379; recombinant HDAC3, fluorogenic peptide/trypsin coupled, fluorescence; inhibition, % at 8.3 µM; 0.15% of 320,000 active; AID 2718; in the data active = inhibition above about 26%, passing the limit was not always enough; inconclusive = no clear call, values can overlap the other calls
Target sequence (O15379 whole entry, looked up): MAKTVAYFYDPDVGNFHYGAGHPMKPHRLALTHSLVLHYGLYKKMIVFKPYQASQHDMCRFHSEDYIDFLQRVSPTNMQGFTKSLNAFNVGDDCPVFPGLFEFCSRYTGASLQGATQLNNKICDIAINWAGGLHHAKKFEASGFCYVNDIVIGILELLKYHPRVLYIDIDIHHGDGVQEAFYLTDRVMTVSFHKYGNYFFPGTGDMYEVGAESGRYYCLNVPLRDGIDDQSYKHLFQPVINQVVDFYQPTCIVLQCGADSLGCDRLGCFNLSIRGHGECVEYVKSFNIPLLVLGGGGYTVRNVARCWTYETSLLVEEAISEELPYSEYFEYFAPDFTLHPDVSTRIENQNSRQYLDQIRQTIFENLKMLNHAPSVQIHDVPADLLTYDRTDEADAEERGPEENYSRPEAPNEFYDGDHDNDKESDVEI
GSK3A inh: inhibitors of human GSK-3 alpha kinase; inhibition, % at 10 µM; ADP-Glo luminescence, 60 min; 0.1% of 320,000 active; P49840;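 in the data active = inhibition above about 50%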;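 note: GST-tagged GSK-3 alpha with peptide substrate and 25 µM ATP; 0% = DMSO neutral wells and 100% = GW8510 positive control wells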
Target sequence (P49840 whole entry, looked up): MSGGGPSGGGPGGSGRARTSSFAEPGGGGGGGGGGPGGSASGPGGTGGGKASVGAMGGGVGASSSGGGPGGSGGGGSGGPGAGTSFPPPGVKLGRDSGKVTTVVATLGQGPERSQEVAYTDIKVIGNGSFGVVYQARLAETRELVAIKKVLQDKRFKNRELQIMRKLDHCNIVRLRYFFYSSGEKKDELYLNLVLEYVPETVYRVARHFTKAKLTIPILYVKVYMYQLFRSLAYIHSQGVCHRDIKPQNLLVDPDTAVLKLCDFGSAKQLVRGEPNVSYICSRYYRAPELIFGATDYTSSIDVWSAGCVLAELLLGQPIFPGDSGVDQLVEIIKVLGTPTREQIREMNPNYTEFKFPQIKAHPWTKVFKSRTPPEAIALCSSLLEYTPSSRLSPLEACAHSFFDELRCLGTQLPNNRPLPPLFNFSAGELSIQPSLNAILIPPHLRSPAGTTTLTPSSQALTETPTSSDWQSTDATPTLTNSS
DYRK1A inh: Dyrk1A (rat) kinase inhibition; Q63470; ADP-Glo luminescence, NFATc1 peptide; inhibition, % at 12.5 µM; 0.43% of 310,000 active; in the data active = inhibition above about 50%;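 note: plate controls were vehicle with enzyme for no effect and no enzyme for full effect; many of its hits are not listed in these tables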
The depositor's hits bear a star; ? = inconclusive.

SMILES	HDAC3 inhib	GSK3A inh	DYRK1A inh
COC(=O)c1c(C)[nH]c(C(=O)CN2C(=O)NC3(CCOc4ccccc43)C2=O)c1C (stereo unspecified)	8	-3	-4
O=C(C1CCN(S(=O)(=O)c2ccccc2)CC1)N1CCN(c2ccccc2F)CC1	0	0	-3
C[C@@H]1CN([C@@H](C)CO)C(=O)c2cc(NS(=O)(=O)c3ccc(Cl)cc3)ccc2O[C@H]1CN(C)Cc1ccncc1	3	-3	5
NC(=O)c1ccc(NC(=O)Cc2ccc(S(=O)(=O)N3CCCCC3)cc2)cc1	6	1	2
Cn1c(-c2ccccc2F)cc2onc(-c3ccccc3)c2c1=O	5	-2	6
CC(C)(C)OC(=O)C[C@H]1C/C=C\C[C@H](CC(=O)N(CCO)Cc2ccccc2)C(=O)N[C@@H](c2ccccc2)COC1=O	0	-1	2
CCCNC(=O)C(Cc1ccc(F)cc1)NC(=O)c1ccccc1 (stereo unspecified)	2	-1	5
C[C@H](CO)N1C[C@H](C)[C@@H](CN(C)S(=O)(=O)c2cccs2)Oc2ccc(NS(=O)(=O)c3ccccc3)cc2C1=O	-2	0	-1
CCCN(CC(=O)Nc1ccccc1C)C(=O)CSc1ccccc1C	-7	0	3
O=C(NCc1ccccc1CN1CCCCC1)c1ccc(Cl)cc1N1CCCC1=O	-1	-5	0
CCCCn1c(N)c(N(CC)C(=O)C2CCN(C(=O)c3ccccc3C)CC2)c(=O)[nH]c1=O	1	0	4
CCOc1ccc(S(=O)(=O)/N=C(/Nc2ccc(C(C)=O)cc2)c2ccccc2)cc1	15	-2	-1
Cc1ccc2c(c1)[C@H]1[C@H](CO2)[C@H](c2ccccc2)[C@]2(C)C(=O)N(Cc3ccco3)CC(=O)N12	3	0	1
O=C(C[C@@H]1C/C=C/CC[C@@H](Cc2ccc(F)cc2)C(=O)O[C@@H](c2ccccc2)CNC1=O)NCCO	-2	0	7
C#CCOCCOCCOCCNc1nc(N2CCOCC2)nc(N2CCN(C(=O)[C@H](CCC(=O)O)n3cc([C@@H](N)CCCCN)nn3)CC2)n1	2	-2	3
Cc1cccc(NC(=O)NNC(=O)c2ccccn2)c1	?	-1	2
Cc1ccc(OC[C@H](O)[C@H](C)NC(C)C)c2c1CCC2	-2	0	0
O=C(Nc1cccc(S(=O)(=O)N2CCOCC2)c1)c1ccc(Cl)nc1	8	0	2
O=C1C=C(c2cccc(Cl)c2)C[C@@H](c2ccc(F)cc2)C1	0	-4	-2
O=S(=O)(c1ccc(SCCOc2ccccc2Cl)nc1)N1CCCC1	0	-1	-4

Single records (already shown):
Results for `O=C(C[C@@H]1C/C=C/CC[C@@H](Cc2ccc(F)cc2)C(=O)O[C@@H](c2ccccc2)CNC1=O)NCCO` = HDAC3 inhib: -2; GSK3A inh: 0; DYRK1A inh: 7
Results for `O=C1C=C(c2cccc(Cl)c2)C[C@@H](c2ccc(F)cc2)C1` = HDAC3 inhib: 0; GSK3A inh: -4; DYRK1A inh: -2
Results for `O=C(NCc1ccccc1CN1CCCCC1)c1ccc(Cl)cc1N1CCCC1=O` = HDAC3 inhib: -1; GSK3A inh: -5; DYRK1A inh: 0

The results go on.
SMILES	HDAC3 inhib	GSK3A inh	DYRK1A inh
COc1cc2ccccc2cc1C(=O)N1CCCC(C(F)(F)F)C1 (stereo unspecified)	-5	19	-1
CCN(C(=O)COC(=O)C1CCN(S(=O)(=O)c2ccc(C)c(C)c2)CC1)C1CCCCC1	7	-1	-2
CC(=O)N1CCN(C(=O)c2cccc(S(=O)(=O)N3CCN(c4ccccc4)CC3)c2)CC1	-2	2	1
Cc1ccc(S(=O)(=O)NCC(=O)OCCOc2ccccc2F)cc1	3	1	0
CCOC(=O)c1c(NC(=O)COC(=O)Cc2n[nH]c(=O)c3ccccc23)sc(C(=O)NC)c1C	1	-1	-1
O=S(=O)(NC1C2CC3CC(C2)CC1C3)c1ccccc1 (stereo unspecified)	-2	-4	-10
CC(OC(=O)CCNS(=O)(=O)c1cccs1)C(=O)Nc1ccc(S(N)(=O)=O)cc1 (stereo unspecified)	-4	13	8
C[C@H](CO)N1C[C@H](C)[C@H](CN(C)S(=O)(=O)c2ccccc2)Oc2ccc(NC(=O)NC3CCCCC3)cc2CC1=O	3	-2	13
CC(=O)C(Cc1ccccc1)NC(=O)CN1c2cccc3cccc(c23)S1(=O)=O (stereo unspecified)	-6	1	-5
Cc1ccc(NC(=O)CSc2nc3ccccc3c(=O)[nH]2)cc1[N+](=O)[O-]	1	-3	4
C=CC[C@@H](CC(=O)N[C@H](CO)Cc1ccccc1)C(=O)N[C@@H](COC(=O)[C@@H](CC=C)Cc1ccc(F)cc1)Cc1c[nH]c2ccccc12	1	1	-7
Cc1ccc(N(CCC#N)C(=O)CSc2nnc3ccccn23)cc1	-7	-6	0
COc1cccc(C(=O)NOCc2ccccc2)c1OC	-4	-2	0
CCN(C(=O)COC(=O)c1ccc[nH]c1=O)c1cccc2ccccc12	5	0	1
CC(NC(=O)COC(=O)c1ccc(OCC2CCCO2)cc1)c1ccccc1Cl (stereo unspecified)	0	-1	1
CC1Cc2ccccc2N1C(=O)COC(=O)c1ccc(Cl)c(S(=O)(=O)N2CCOCC2)c1 (stereo unspecified)	11	-4	0
O=C(Nc1cc(S(=O)(=O)N2CCOCC2)ccc1N1CCOCC1)c1ccc([N+](=O)[O-])s1	-11	-2	4
CC(C)C(=O)N1CCN(c2ccccc2NC(=S)NC(=O)/C=C/c2ccco2)CC1	-3	-1	4
CC(C)c1ccc(NC(=O)COC(=O)c2nn(C)c(=O)c3ccccc23)cc1	2	-4	-1
COc1ccc(CN(C)C(C)C(=O)Nc2ccc(S(=O)(=O)N3CCCCC3)cc2)c(OC)c1 (stereo unspecified)	-3	-3	-6
Cc1ccc(S(=O)(=O)NCC(=O)OCCOc2cccc(Cl)c2)cc1	4	0	10
CC(Oc1cccnc1[N+](=O)[O-])C(=O)Nc1ccc(Cl)cn1 (stereo unspecified)	-2	-1	-1
CC(Sc1nnc(Cc2ccccc2)o1)C(=O)NC1(C#N)CCCCC1 (stereo unspecified)	6	-4	-4
C#CCOCCOCCOCCNc1nc(N2CCN(C(=O)[C@H](CCCCN)n3cc(CN)nn3)CC2)nc(N2CCN(C(=O)[C@H](CCCCN)n3cc(CN)nn3)CC2)n1	6	9	15
COc1ccc(-c2csc(NC(=O)CSC(C)C(=O)Nc3cc(C)on3)n2)cc1OC (stereo unspecified)	4	1	-1
Cn1cnnc1SCC(=O)Nc1ccc(S(=O)(=O)N2CCOCC2)cc1	-1	1	0
O=C(Nc1ccon1)c1nc[nH]c1C(=O)N1CCN(c2ccccc2)CC1	-2	-1	4
O=C1CCC(C(=O)OCC(=O)Nc2ccc(Cl)cc2C(F)(F)F)=NN1	-1	11	-4
CCOC(=O)C1=CC[C@H]2c3c(c4ccccc4n3C)C(=O)C1N2S(=O)(=O)c1ccc(C)cc1	-2	-1	0
CC1CCC2(CC1)NC(=O)N(CC(=O)N1CCOCC1)C2=O (stereo unspecified)	2	0	-5

3 of the compounds above, with values ahead of the structure:
HDAC3 inhib	GSK3A inh	DYRK1A inh	Molecule
-1	11	-4	O=C1CCC(C(=O)OCC(=O)Nc2ccc(Cl)cc2C(F)(F)F)=NN1
-2	-1	0	CCOC(=O)C1=CC[C@H]2c3c(c4ccccc4n3C)C(=O)C1N2S(=O)(=O)c1ccc(C)cc1
2	0	-5	CC1CCC2(CC1)NC(=O)N(CC(=O)N1CCOCC1)C2=O (stereo unspecified)

Next part
SMILES	HDAC3 inhib	GSK3A inh	DYRK1A inh
Cc1nnc2n1N=C(c1ccc(F)cc1F)CS2	3	0	-10
Cc1occc1-c1nnc(SCC(=O)c2c(N)n(C3CC3)c(=O)[nH]c2=O)n1C	3	-2	5
Cc1noc(C)c1NC(=O)N(C)C[C@H]1Oc2ccc(NC(=O)CCC(F)(F)F)cc2C(=O)N([C@H](C)CO)C[C@@H]1C	1	-3	-2
Cc1nnc(NC(=O)c2ccc(S(=O)(=O)N(C)c3ccccc3)cc2)s1	-3	-3	3
COc1cccc(NC(=O)CN(C)C(=O)CCCNC(=O)c2ccc(Cl)cc2)c1	-2	-4	2
O=C(CN1CCN(S(=O)(=O)c2ccccc2)CC1)Nc1ccnn1C1CCCC1	-6	3	-2
O=C(CN1CCN(C(=O)C2CC2)CC1)Nc1cc(C(F)(F)F)cc(C(F)(F)F)c1	9	5	1
CN1CC(=O)N(CC(=O)NC2CCCCC2)C1=O	-5	0	-3
Cc1ccc(C(=O)CN(CCCC(N)=O)C(=O)c2ccncc2)cc1	-5	2	-1
C#CCOCCOCCOCCNc1nc(N2CCN(C(=O)CCCCCCCCCCNC(=O)[C@H](CCCCN)n3cc(C)nn3)CC2)nc(N2CCN(C(=O)CCCCCCCCCCNC(=O)[C@@H]([C@H](C)O)n3cc(C)nn3)CC2)n1	21	13	5
CCOc1cc(/C=C/C(=O)OCC(=O)NCC2CCCO2)cc(Cl)c1OC (stereo unspecified)	1	-3	-6
COc1cccc(-c2c(-c3cc(OC)cc(OC)c3)n(C)c3ccc(-c4cccc5[nH]ccc45)cc23)c1	-4	10	5
COc1ccccc1C(=O)NC(CCSC)C(=O)NNC(=O)C(C)Oc1ccccc1F (stereo unspecified)	0	1	6
Cc1nc(SCc2nc3c(O)cccc3[nH]2)c2oc3ccccc3c2n1	5	0	1
COc1ccc(C2=NOC(Cn3nc(C(=O)NCc4cccc(Br)c4)cc3-c3ccccc3)C2)cc1 (stereo unspecified)	14	-2	-5
COc1ccc(-c2c(-c3ccc(OC)nc3)c3ccccc3n2C)cc1	-6	-5	0
CCC(C)CCN1CCN=C1Nc1ccccc1 (stereo unspecified)	-7	-1	6
COc1cc2c(C#CCCCO)c(-c3ccc(C#N)cc3)oc(=O)c2cc1OC	-1	2	3
CN(C(=O)c1ccc(NC(=O)C2CCCN(C(=O)OC(C)(C)C)C2)cc1)C1CCC1 (stereo unspecified)	-4	1	8
CN(c1ccccc1)S(=O)(=O)c1ccc(C(=O)NCc2ccccc2F)cc1	-2	-3	-3
C[C@H](CO)N1C[C@H](C)[C@@H](CN(C)S(=O)(=O)c2ccccc2)Oc2ccc(NC(=O)C3CC3)cc2C1=O	-1	-1	-3
O=C(COC(=O)C1CC1)NCc1ccc(Cl)cc1Cl	3	-2	-2
OC[C@H]1O[C@@H](n2cnc3c(NC4CCCC4)nc(Cl)nc32)[C@H](O)[C@@H]1O	-2	-3	9
C[C@H](CO)N1C[C@H](C)[C@@H](CN(C)S(=O)(=O)c2ccccc2)Oc2c(cccc2N(C)C)C1=O	-1	-1	-1
C=CC[C@H](CC(=O)NCCO)C(=O)NCCOC(=O)[C@@H](CC=C)Cc1ccc(F)cc1	-2	-1	5
CCOC(=O)c1ccc(NC(=O)CNNC(=O)COc2ccccc2C)cc1	-6	-7	-1
C=CCn1c2ccccc2c(=O)c2cc(C#CC[C@@H](C)O)ccc21	-33	8	8
COc1ccc(C(=O)NCCN2CCOCC2)cc1S(=O)(=O)Nc1ccc(C)cc1	1	0	0
O=C(CCc1nc2ccccc2c(=O)[nH]1)N1CCN(S(=O)(=O)c2ccc(F)cc2)CC1	-1	3	3
CCC(O)(C(=O)Nc1ccccc1C(F)(F)F)c1ccccc1OC (stereo unspecified)	1	0	-1
CN(C)S(=O)(=O)c1ccc(C(=O)Nc2ccc3nc(N4CCOCC4)sc3c2)cc1	-1	0	-4
CC(C)N(CC(N)=O)c1ccc(S(=O)(=O)N2CCCC2)cn1	-4	-5	0
COc1ccc(-c2sc3ccccc3c2/C=C/c2ccc(OC)c(OC)c2)cc1	-2	-1	5
Cc1cccc(NC(=O)CN2CCN(C(=O)C(C)Oc3ccc(C#N)cc3)CC2)c1C (stereo unspecified)	-4	1	1
O=C(COC(=O)C12CC3CC(CC(O)(C3)C1)C2)Nc1ccc(Br)cc1F	4	0	-2
CSc1ccccc1NC(=O)CN(C)C(=O)c1c(C)nn(Cc2ccccc2)c1C	-12	0	0
O=C(NC(CO)(CO)CO)[C@@H]1CCCN1S(=O)(=O)c1cccc2cccnc12	11	-2	1
Cc1cc(Br)c(NC(=O)COC(=O)C2CCCCC2)c(Br)c1	-2	2	8
COc1cc(C(=O)NNC(=O)COc2ccc(Cl)cc2)ccc1OCC(=O)N1CCOCC1	0	2	5
Cc1csc(NC(=O)c2c(-c3c(F)cccc3Cl)noc2C)n1	7	0	-5
O=C(COC(=O)Cc1ccc(F)cc1)NC(=O)NC1CCCC1	8	0	1
Cc1ccc(S(=O)(=O)Nc2ccc3c(c2)C(=O)N([C@H](C)CO)C[C@H](C)[C@@H](CN(C)C(=O)Nc2ccc4c(c2)OCO4)O3)cc1	0	-4	6
C[C@H](CO)N1C[C@H](C)[C@@H](CN(C)C(=O)Nc2ccc(F)cc2)Oc2ccc(NS(C)(=O)=O)cc2C1=O	-2	2	4
CCOc1ccc(NC(=O)c2cccc(-n3cccc3)c2)cc1S(=O)(=O)N1CCOCC1	-2	0	-5
N#Cc1ccccc1OCC(=O)OCC(=O)c1ccc[nH]1	-6	-7	2
CCOC(=O)C1CCN(C(=O)c2cccc(S(=O)(=O)N3c4ccccc4CC3C)c2)CC1 (stereo unspecified)	-6	0	-5
COc1ccc(S(=O)(=O)N2CCOCC2)cc1NC(=O)COC(=O)CC1CC2CCC1C2 (stereo unspecified)	3	2	3
CN(Cc1ccccc1)C(=O)c1ccc(NC(=O)Cc2cccc([N+](=O)[O-])c2)cc1	3	-1	6

Not all compounds are listed; rates above refer to the full screens.
